# GALK inhibitor = galactokinase (human) inhibition; Potency, µM (series often up to 57.5 µM), without a hit: at the highest dose activity change, negative = inhibition, most hits filed as inhibitors; actives 0.007% (n = 270,000); Purified GALK, Kinase-Glo residual ATP luminescence; P51570; AID 1868; note: potency is the fitted concentration of half-maximal effect; % is set by controls: 0 for no effect and ±100 for the full control effect
#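 Compounds were pin-transferred into ATP buffer (35 uM final), then GALK plus galactose (5 nM, 100 uM final) was added. After 1 h at room temperature, Kinase-Glo Plus was added and luminescence read after 10 min.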
# Menin-MLL TR inh = inhibitors of human menin-MLL interaction, mutant MLL peptide; O00255; Menin + Texas Red MLL mutant peptide, fluorescence polarization; Potency, µM (highest dose often 61.6 µM), without a hit: at the highest dose FP activity change, negative = inhibition, actives largely listed as inhibitors; actives 0.23% (n = 270,000); active = well fitted inhibition curve with a large enough effect in the polarisation, with a control signal flat, not every such curve was filed as active; inconclusive = small, poorly fitted or top-dose-only effect, or effect the other way, or a change in a side signal; inactive = no such curve, though single readings can be large or run the other way; the % refers to the polarisation; note: potency is the fitted concentration of half-maximal effect; % of control where 0% means no effect; many of its hits are not listed in these tables
# Target sequence (O00255 whole entry, looked up): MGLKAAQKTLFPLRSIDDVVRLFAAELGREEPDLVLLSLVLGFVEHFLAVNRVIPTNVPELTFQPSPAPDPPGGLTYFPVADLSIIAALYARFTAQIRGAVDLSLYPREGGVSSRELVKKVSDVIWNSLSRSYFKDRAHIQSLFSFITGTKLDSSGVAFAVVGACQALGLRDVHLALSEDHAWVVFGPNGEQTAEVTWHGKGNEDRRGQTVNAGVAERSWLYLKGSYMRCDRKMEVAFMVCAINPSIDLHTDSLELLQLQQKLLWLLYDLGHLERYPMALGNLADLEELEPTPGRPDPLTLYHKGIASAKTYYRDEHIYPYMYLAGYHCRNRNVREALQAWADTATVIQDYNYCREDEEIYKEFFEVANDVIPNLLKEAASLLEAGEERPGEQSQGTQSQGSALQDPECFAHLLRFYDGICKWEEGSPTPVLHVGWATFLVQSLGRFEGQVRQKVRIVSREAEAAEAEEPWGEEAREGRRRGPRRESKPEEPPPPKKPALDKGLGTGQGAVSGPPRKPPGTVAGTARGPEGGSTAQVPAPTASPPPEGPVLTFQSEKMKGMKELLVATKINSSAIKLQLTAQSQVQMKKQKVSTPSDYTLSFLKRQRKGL
# Giardia killer = kills Giardia lamblia. Giardia lamblia trophozoite viability. actives 0.15% (n = 340,000). AID 540267. activity change, % at 7.66 µM, hits read low; in the data active = activity change below about -80%; inconclusive = between about -30% and that limit;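 note: parasites exposed to compound for two days anaerobically before the ATP read; % is set by controls: 0 for no effect and ±100 for the full control effect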
#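 Media and compound were dispensed first, then trophozoites at 100 cells/well; plates sat 48 hrs at 37 deg C without oxygen before ATP luminescence reagent was added and read after 15-30 min at room temperature.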
# Coupling enz = inhibits coupling enzyme system, counter-screen for aldolase hits. activity change, negative = inhibition, % at 58.2 µM, hits read low. AID 2472. actives 0.67% (n = 290,000). coupling enzyme system counterscreen, AmpLite Red fluorescence; in the data active = activity change below about -30%; note: % is set by controls: 0 for no effect and ±100 for the full control effect
#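 First, compound is pin-transferred into glyceraldehyde-3-phosphate coupling-enzyme reagent at 57.5 uM final and held 10 min at RT. Next, substrate, coupling system and AmpLite Red are added. After 20 min RT, fluorescence (525/598 nm) is read.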
# ASM inhibitor = inhibitors of human secretory acid sphingomyelinase. P17405. placental ASM, HMU-PC fluorogenic substrate, 60 min. Potency, µM (doses to about 57.5 µM), inactives show top-dose activity change, negative = inhibition, actives largely listed as inhibitors. actives 0.006% (n = 340,000); note: potency is the fitted concentration of half-maximal effect
#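 Fluorescence read-out (Ex 386 nm, Em 447 nm) after stopping the reaction at pH 10. Enzyme: ASM from human placenta; substrate HMU-PC0, 9 uM final; 60 min, 37 °C. Compound preincubation 10 min, ambient temperature.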
# Chronic BCR inh = inhibitors of chronic active B-cell receptor signaling | Potency, µM (titrated, usually from 46.1 µM), inactives show top-dose ratio change, negative = lower green/red ratio, most hits filed as inhibitors | ABC-DLBCL IkBa-CBG/CBR reporter, luminescence ratio, 4 h | actives 0.05% (n = 340,000); active = well fitted inhibition curve with a large enough effect in the signal ratio, with a control signal flat, not every such curve was filed as active; inconclusive = small, poorly fitted or top-dose-only effect, or effect the other way, or a change in a side signal; the % refers to the signal ratio;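 note: potency is the fitted concentration of half-maximal effect; plate controls were basal doxycycline-induced cells for no effect and cells given 10 µM MG132 for full effect; MG132 reads +100%, hits lower the ratio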
#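 TMD8 human ABC-DLBCL cells with doxycycline-inducible IκBα–green luciferase fusion and unfused red luciferase, in 0.5% FBS medium; compounds up to 46 uM, 4 h at 37C. Green/red luminescence ratio, filter-overlap corrected, fitted to concentration-response curves.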
# PKM2 activator = increases activity of human pyruvate kinase M2; P14618; purified PKM2, Kinase-Glo ATP luminescence, activation; response scale: 0% is enzyme alone, no compound; Potency, µM (doses to about 57.5 µM), for the others: at the top dose activation, actives largely listed as activators; actives 0.34% (n = 260,000); AID 1631; note: potency is the fitted concentration of half-maximal effect; % is set by controls: 0 for no effect and ±100 for the full control effect; nearly all actives have a fitted effect of over 55% in size
#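 ATP formation by purified human PK-M2, quantified via coupled luciferase luminescence after 1 h at room temperature with 0.1 mM ADP and 0.5 mM PEP final.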
# Tb PFK block = T. brucei PFK enzyme inhibition; O15648; T. brucei PFK, ADP-Glo luminescence; Potency, µM (highest dose often 57.5 µM), without a hit: at the top dose activity, negative = inhibition, usual class: inhibitors; actives 0.17% (n = 330,000); AID 485367;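 note: potency is the fitted concentration of half-maximal effect; 0% = uninhibited 1x PFK enzyme wells and -100% = no-enzyme wells; nearly all actives have a fitted effect of over 60% in size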
#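 Activity is normalized to no-enzyme wells (full inhibition) and 1.25 nM enzyme wells (no inhibition). Reaction: 0.5 mM F6P, 0.1 mM ATP, 45 min RT, ADP-Glo luminescence; concentration-response curves fitted and classed by quality.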
# a7 integrin act = activators of alpha7 integrin expression for muscular dystrophy; AID 624291; alpha7betagal myoblasts, beta-gal FDG fluorescence, 48 h; Potency, µM (highest dose often 38.3 µM), inactives show at the top dose activation, most hits filed as activators; actives 0.064% (n = 350,000);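 note: potency is the fitted concentration of half-maximal effect; 100% = response of the positive control SU9516; nearly all actives have a fitted effect of over 60% in size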
#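 alpha7betagal+/- myoblasts (passage 13, 250/well) treated 48 h at 37C with compounds at 1:260 dilution of DMSO stock. Lysed, then beta-galactosidase activity read as FDG fluorescence (ex 480/em 540) after 30 min, with pre-read for autofluorescence.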
# TSG101-PTAP inh = blocks PTAP/TSG101 interaction to inhibit HIV-1 budding; Q99816; Fluorescence polarization, FITC-PTAP peptide / Tsg101 binding; AID 493005; Potency, µM (titrated, usually from 115 µM), inactives show top-dose activity change, negative = inhibition, actives largely listed as inhibitors; 340,000 tested, under 10 active; active = well fitted inhibition curve with a large enough effect in the main read-out, with a control signal flat, not every such curve was filed as active; inconclusive = small, poorly fitted or top-dose-only effect, or effect the other way, or a change in a side signal; inactive = no such curve, though single readings can be large or run the other way; note: potency is the fitted concentration of half-maximal effect; % of control where 0% means no effect
#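 Fluorescence polarization binding of Tsg101 binding domain (10 uM final) to FITC-labeled PTAP peptide (50 nM final) in HEPES pH 7.5 buffer with NaCl, Tween 20, EDTA, TCEP. Compounds added before peptide; binding 20 min at RT.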
# B2AR arrestin = beta2AR (human) beta-arrestin recruitment activity. P07550. beta-arrestin recruitment to beta2AR, cell-based reporter. Potency, µM (doses to about 46.1 µM), without a hit: at the highest dose activation, actives largely listed as activators. actives 0.02% (n = 330,000). AID 492947;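 note: potency is the fitted concentration of half-maximal effect; 0% = DMSO controls and full agonism = EC100 isoproterenol or metaproterenol; nearly all actives have a fitted effect of over 65% in size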
# Target sequence (P07550 whole entry, looked up): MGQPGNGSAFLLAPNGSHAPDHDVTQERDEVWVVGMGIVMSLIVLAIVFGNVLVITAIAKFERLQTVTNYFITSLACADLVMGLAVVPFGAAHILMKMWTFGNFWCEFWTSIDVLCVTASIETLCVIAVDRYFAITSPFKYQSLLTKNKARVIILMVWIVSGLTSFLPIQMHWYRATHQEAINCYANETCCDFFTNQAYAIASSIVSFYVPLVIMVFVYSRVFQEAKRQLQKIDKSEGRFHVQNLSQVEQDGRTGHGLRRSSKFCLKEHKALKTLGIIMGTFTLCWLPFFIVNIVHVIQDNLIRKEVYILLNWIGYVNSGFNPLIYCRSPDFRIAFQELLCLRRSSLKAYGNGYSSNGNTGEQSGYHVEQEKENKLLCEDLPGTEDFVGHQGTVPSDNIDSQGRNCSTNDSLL
# * = called active by the depositor; ? = inconclusive; . = no result given; & = joins results of further samples; [ ] = dose if it differs, or a comment. Unless noted, calls come from the whole dose curve; as a rule, active = well fitted curve in the direction sought with a large enough effect; inconclusive = small, poorly fitted or top-dose-only effect, or another doubt; inactive = no such curve, though single readings can be large; an effect the other way counts as inactive or inconclusive. Some of the compounds tested (hit frequency here may not be typical).
SMILES,GALK inhibitor,Menin-MLL TR inh,Giardia killer,Coupling enz,ASM inhibitor,Chronic BCR inh,PKM2 activator,Tb PFK block,a7 integrin act,TSG101-PTAP inh,B2AR arrestin
O=C(NCc1cccc(Cl)c1)c1ccc(CS(=O)Cc2ccccc2Cl)o1 (stereo not drawn),2%,-2%,?,9,-4%,-2%,.,-11%,17%,-4%,0.4%
COc1ccc([N+](=O)[O-])cc1NC(=O)N(C)Cc1ccco1,5%,0%,-13,4,-1%,-3%,-3%,1%,-16%,1%,-0.6%
CCN1C/C(=C/c2cccs2)c2nc3ccccc3c(C(=O)O)c2C1,5%,.,4,-7,31%,-1%,-3%,-5%,7%,-15%,-0.5%
Cc1ccc(NC2=NCC(=O)N2Cc2cccs2)cc1C,-3%,9%,12,-1,6%,-1%,-10%,1%,?,-4%,0.3%
CCCCCOc1ccc(Br)cc1CSC(=N)N,0%,-10%,5,-4,-1%,-24%,5%,-1%,-71%[inhibitor],0%,-0.7%
COc1ccc(S(=O)(=O)NCCS(=O)(=O)N2CCN(c3ccccc3)CC2)cc1,.,.,-26,.,2%,3%,.,-8%,-6%,2%,-1.6%
CCc1cccc(NC(=O)C2CCCN2C(=O)Nc2ccc(C)cc2)c1 (stereo not drawn),8%,8%,0,-1,-8%,-1%,.,-4%,-4%,-3%,-0.1%
CCOC(=O)Cc1c(C)nc2c(-c3ccccc3)c(C)nn2c1C,-2%,2%,-10,0,-3%,2%,0%,2%,4%,-9%,0.3%
O=C(CSc1nnc(-c2ccc(C(F)(F)F)cn2)o1)Nc1ccccc1Cl,-1%,.,2,-3,5%,?,-8%,0%,?,-6%,-0.2%
Cc1ccc(S(=O)(=O)N2CCN3CCCC3C2)cc1 (stereo not drawn),-1%,-3%,-2,1,1%,-2%,2%[11.5 µM],2%,-22%,-2%,-0.1%
O=c1cnnc(SCc2ccc([N+](=O)[O-])cc2)[nH]1,-1%,1%,33[activator],7,-3%,1%,0%,-9%,20%,-5%,0.2%
c1cncc(CSc2ccc(-c3ccc4c(c3)OCO4)nn2)c1,0%,-7%,6,-3,-1%,?,-7%,-1%,?,-4%,0.0%
COC(=O)c1c(NC(=O)c2ccccc2N(C)S(=O)(=O)c2ccccc2)sc2c1CCCC2,0%,-10%,-5,0,8%,1%,5%,-4%,12%,-2%,-0.2%
COc1cc(C(F)(F)F)ccc1C(=O)NCCc1ccco1,.,-26%,-3,1,1%,?,.,-3%,0%,0%,0.2%
Cc1ccccc1OCC(=O)NCC(=O)OCC(=O)c1ccc2ccccc2c1,-2%,-12%,-6&0,0,-23%,?,7%,-2%,-12%,-8%,0.8%
Cc1nc2c(c(=O)c3ccccc3n2C)c(=O)n1-c1ccc(F)cc1,-1%,.,-12,-4,2%,6%,-9%,0%,-41%,0%,3.0%
COc1ccc(NC(=O)C(C)Sc2ccccc2)cc1 (stereo not drawn),3%,-13%,-2,-3,4%,4%,5%,1%,-16%,-1%,4.3%
Cc1cccc(OCC(=O)Nc2nnc(S(=O)(=O)N3CCCCC3)s2)c1,.,7%,-6,-1,-2%,0%,0%,1%,-6%,1%,-0.4%
Cc1cc(C(=O)CSc2nn3c(=O)c(C(C)(C)C)nnc3s2)c(C)n1C1CC1,12%,-9%,3,0,-5%,?,1%,-4%,-29%,-5%,0.0%
O=C(NNC(=O)C1CCN(S(=O)(=O)c2c(Cl)cccc2Cl)CC1)c1ccccc1O,.,.,-10,.,-4%,-4%,.,-12%,-9%,-3%,0.0%
O=C1C2C(C(=O)N1CC1CCCO1)C1C=CC2C12CC2 (stereo not drawn),-3%,12%,1,-1,3%,.,-1%,.,-9%,-1%,.
CCCCCC(=O)N(CN1C(=O)CCC1=O)c1ccccc1,0%,17%,3,5,16%,?,-2%,1%,8%,-6%,-0.4%
COc1cccc(C2(c3cccc(OC)c3)CC2C(=O)Nc2ccccc2Cl)c1 (stereo not drawn),1%,4%,-23,-11,-12%,-2%,7%,-5%,-6%,-1%,-0.7%
CN1CCN(c2ccc(NC(=O)C(C)(c3ccccc3)c3ccccc3)cc2)CC1,2%,?,-18,0,-4%,0%,.,-9%,-10%,-1%,0.1%
COc1ccc([C@H]2CC(=O)C=C(c3ccc4ccn(C)c4c3)C2)cc1,.,.,19,.,-21%,0%,.,4%,-3%,-10%,0.4%
Cc1ccc(Cn2cc(/C=N/NC(=O)Cc3nnc(NC(=O)c4ccc(C)cc4)s3)c3ccccc32)cc1,0%,-7%,-5,3,-8%,4%,4%,2%,21%,-1%,-0.2%
CCOC(=O)N1CCC(NC(=O)C2=C(C)C(=O)OC23CCC(C)CC3)CC1 (stereo not drawn),0%,-10%,0,-1,2%,8%,3%,-2%,9%,-3%,-0.8%
CCN(CC(=O)NCc1cccs1)C(=O)/C=C/c1cccc(OC)c1OC,.,.,6,.,3%,?,.,-1%,-2%,-5%,-0.2%
Cc1cc(OCC(=O)c2cccc(C(F)(F)F)c2)n2cnnc2n1,1%,.,-3,0,4%,0%,3%,0%,16%,36%[activator],0.4%
COc1ccc(C(=O)Nc2cc3c(cc2Cl)OCCCO3)cc1,-2%,4%,-21,-2,-2%,?,-2%,1%,16%,-6%,0.0%
CCOc1nc(NCCN2CCOCC2)nc(NC(C)C)n1,-2%,11%,-15,2,4%,9%,0%,0%,31%,-4%,-0.5%
COC(=O)CCCC(=O)N1CCC(CO)(CCc2ccccc2)CC1,1%,-18%,6,1,1%,0%,0%,1%,7%,1%,-0.2%
CCC(NC(=O)c1ccccc1NC(=O)c1ccc(C)cc1)C(=O)O (stereo not drawn),0%,-1%,-12,-10,1%,?,-5%,0%,-22%[7.66 µM],-6%,-1.0%
Cn1c(CNC(=O)C(C)(C)C)nc2ccccc21,1%,-11%,9,1,2%,3%,-18%,-13%,-24%,-10%,-0.4%
CN(C)c1ccc(CNC(=O)CN2C(=O)COc3ccc(S(=O)(=O)N4CCCC4)cc32)cc1,5%,-14%,-19,1,5%,8%,.,1%,-14%,-1%,-0.2%
O=C(CN1CCOCC1)Nc1c2c(nc3ccccc13)N(Cc1ccccc1)CC2,1%,?,1,-7,198%[activator],-2%,2%,-4%,-33%,1%,0.0%
Nc1cc2c(cc1[N+](=O)[O-])OCCO2,1%,-3%,-1,-4,-3%,2%,-1%,5%,9%,-2%,-0.3%
CCOc1ccccc1N(CC(=O)O)S(=O)(=O)c1ccccc1,-3%,2%,-14,9,0%,2%,3%,1%,3%,3%,-0.1%
O=C(Nc1cccc(S(=O)(=O)N2CCCCC2)c1)Nc1ccc(Cl)cc1Cl,0%,-20%,-24,3,-20%,0%,3%,-1%,-65%[inhibitor],-2%,4.9%
CC(C)OC(=O)Cn1nc(C(F)(F)F)c2c1CCCC2,-3%,7%,-9,0,-2%,?,-4%,-2%,0%,0%,-0.4%
C[C@@H](C(=O)NCCc1c[nH]c2ccccc12)[C@@H]1C[C@@]1(C)[C@@H](NC(=O)OCc1ccccc1)c1ccccc1,.,0%&1%,8,-2&-2,1%,?,2%&-4%,-3%,3%,.,0.6%
Cc1ccc(S(=O)(=O)NCC(=O)N(CC(=O)NCC2CCCO2)CC2CCCO2)cc1 (stereo not drawn),6%,-3%,0,2,3%,6%,4%,-6%,24%,0%,0.1%
Cc1cc(C)c(NC(=S)N(CCCN2CCN(C)CC2)Cc2cccs2)c(C)c1,-1%,-23%,1,3,3%,-1%,-2%,-1%,?,1%,-0.2%
CCCCOc1ccc(-c2cc(C(=O)NNC(=S)NCC)c3ccccc3n2)cc1,1%,.,?,0,33%[activator],?,-2%,-1%,8%[7.66 µM],-1%,0.0%
COc1ccc(N2CCN(c3nc(NC(C)(C)C)nc(N4CCCCC4)n3)CC2)cc1,-2%,4%,-8,5,-22%,?,-1%,1%,-22%,-3%,-0.5%
O=C(O)C1C2C=CC(C2)C1C(=O)NC1CCS(=O)(=O)C1 (stereo not drawn),7%,6%,5,5,3%,4%,-4%,4%,27%,-8%,-0.4%

# Screens: PubChem, National Center for Advancing Translational Sciences (NCATS)
